From PubChem
PLAP activator: PLAP enzyme activators, biochemical, luminescence, HTS | activation fold at 20 µM | 96,000 tested, 1.2% active | purified PLAP enzyme, luminescent substrate read-out; active compounds read high | AID 696, 2007 | Alkaline phosphatase, placental type (Homo sapiens), P05187; in the data active means activation fold above about 2
Target sequence (P05187 whole entry, looked up): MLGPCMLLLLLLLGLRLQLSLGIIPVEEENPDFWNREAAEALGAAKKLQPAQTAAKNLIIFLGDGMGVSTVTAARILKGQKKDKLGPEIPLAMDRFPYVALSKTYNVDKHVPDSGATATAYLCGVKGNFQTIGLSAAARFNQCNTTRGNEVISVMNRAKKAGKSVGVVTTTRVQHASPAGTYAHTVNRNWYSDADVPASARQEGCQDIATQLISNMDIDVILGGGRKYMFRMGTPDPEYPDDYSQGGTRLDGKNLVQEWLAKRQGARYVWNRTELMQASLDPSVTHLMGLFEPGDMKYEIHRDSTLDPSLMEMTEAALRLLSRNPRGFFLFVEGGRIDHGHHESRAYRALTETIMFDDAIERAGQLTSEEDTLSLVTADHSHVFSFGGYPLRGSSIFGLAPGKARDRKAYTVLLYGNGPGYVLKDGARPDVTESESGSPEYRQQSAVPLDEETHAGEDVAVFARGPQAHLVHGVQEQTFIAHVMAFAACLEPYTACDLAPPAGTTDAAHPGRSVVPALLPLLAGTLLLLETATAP
MT1-MMP txn act: MT1-MMP promoter reporter activation – cell-based, luciferase luminescence, primary screen | HT1080 MT1-MMP promoter luciferase reporter, overnight; active compounds read high | activation factor at 10 µM | 86,000 tested, 0.16% active | AID 750, 2007;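 active means activation factor of at least 2 for MT1-MMP transcription at 10 µM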
The depositor's hits bear a star.

PLAP activator	MT1-MMP txn act	smiles
0.7	1.1	O=S(=O)(NCC1CC1)c1cccc(S(=O)(=O)N2CCCC2)c1
1.1	1	CC(=O)N(Cc1cccnc1)Cc1cc2ccccc2[nH]c1=O
1.5	1.2	Cc1nn(-c2ccccc2)c(C)c1C(=O)OCC(=O)c1c(N)n(CC(C)C)c(=O)n(C)c1=O
1.2	1	CCn1c(NCCc2ccc(OC)c(OC)c2)nc2c1c(=O)n(C)c(=O)n2C
1.7	1.1	COc1ccccc1Cn1c(=O)c2ccccc2n2c(SCc3csc(C)n3)nnc12
0.3	1.1	O=C(CSc1nc2ccccc2c(=O)[nH]1)c1ccc(O)c(O)c1
1.3	1.2	CC1CC(C)CN(C(=O)COC(=O)c2cc3ccccc3cc2O)C1 (configuration not stated)
1.6	1.1	Cc1cc(C)n2nc(SCc3ncc(-c4ccccc4)o3)nc2n1
0.8	1.1	Cc1[nH]c2c(Cl)cccc2c(=O)c1CN1CCCC1
1	1.1	Cc1ccc(C(=O)N2CCN(C)CC2)cc1S(=O)(=O)N1CCCCC1
1.7	1	Cc1cccc(N2CCCn3c2nc2c3c(=O)n(CC(=O)OCc3ccccc3)c(=O)n2C)c1
1.7	1.1	Cc1cc(C)c(S(=O)(=O)NCC2CCC(C(=O)NCCCN3CCOCC3)CC2)c(C)c1 (configuration not stated)
1	1.2	O=C(c1ccc(C(=O)N2CCCc3ccccc32)nc1)N1CCCc2ccccc21
0.9	1.1	CCCCC(=O)Nc1nnc(SCC(=O)N2CCN(c3ccccc3OC)CC2)s1
1.1	1	CCC1CCCCN1C(=O)CSc1nc(N)c(NC(=O)c2ccco2)c(=O)[nH]1 (configuration not stated)
1.5	1.1	CCC1(C)NC(=O)N(CC(=O)Nc2sc3c(c2C(N)=O)CCC3)C1=O (configuration not stated)
1.5	1.3	Cc1c(C(=O)NC2CC2)oc2ccc(S(=O)(=O)N3CCCCCC3)cc12
1	1.1	Oc1ccccc1C1=Nc2ncnn2C(c2ccccc2)C1 (configuration not stated)
0.9	1.4	CCn1ncc(Br)c1C(=O)Nc1cc(C(=O)OC)ccc1C(=O)OC
1	1.4	O=C(CSCc1cccc(F)c1)N1CCN(c2ccccc2)CC1
1.4	1.1	CC1CCCCN1CCCNC(=O)C1CCN(c2nc3ccccc3o2)CC1 (configuration not stated)
1.1	1.1	COC(=O)c1ccc(OC(=O)c2ccccn2)cc1
1.2	1	CCCCCCn1c(=O)c(-c2nc3ccccc3c(=O)[nH]2)c(O)c2ccccc21
1.3	1.2	N=c1c(S(=O)(=O)c2ccc(Cl)cc2)cc2c(=O)n3ccccc3nc2n1CCN1CCOCC1

Part of the list above in a different format:
| structure | PLAP activator | MT1-MMP txn act |
| --- | --- | --- |
| Cc1cc(C)n2nc(SCc3ncc(-c4ccccc4)o3)nc2n1 | 1.6 | 1.1 |
| Cc1[nH]c2c(Cl)cccc2c(=O)c1CN1CCCC1 | 0.8 | 1.1 |
| Cc1ccc(C(=O)N2CCN(C)CC2)cc1S(=O)(=O)N1CCCCC1 | 1 | 1.1 |
| Cc1cccc(N2CCCn3c2nc2c3c(=O)n(CC(=O)OCc3ccccc3)c(=O)n2C)c1 | 1.7 | 1 |
| Cc1cc(C)c(S(=O)(=O)NCC2CCC(C(=O)NCCCN3CCOCC3)CC2)c(C)c1 (configuration not stated) | 1.7 | 1.1 |
| O=C(c1ccc(C(=O)N2CCCc3ccccc32)nc1)N1CCCc2ccccc21 | 1 | 1.2 |
| CCCCC(=O)Nc1nnc(SCC(=O)N2CCN(c3ccccc3OC)CC2)s1 | 0.9 | 1.1 |
| CCC1CCCCN1C(=O)CSc1nc(N)c(NC(=O)c2ccco2)c(=O)[nH]1 (configuration not stated) | 1.1 | 1 |
| CCC1(C)NC(=O)N(CC(=O)Nc2sc3c(c2C(N)=O)CCC3)C1=O (configuration not stated) | 1.5 | 1.1 |
| Cc1c(C(=O)NC2CC2)oc2ccc(S(=O)(=O)N3CCCCCC3)cc12 | 1.5 | 1.3 |
| Oc1ccccc1C1=Nc2ncnn2C(c2ccccc2)C1 (configuration not stated) | 1 | 1.1 |
| CCn1ncc(Br)c1C(=O)Nc1cc(C(=O)OC)ccc1C(=O)OC | 0.9 | 1.4 |
| O=C(CSCc1cccc(F)c1)N1CCN(c2ccccc2)CC1 | 1 | 1.4 |
| CC1CCCCN1CCCNC(=O)C1CCN(c2nc3ccccc3o2)CC1 (configuration not stated) | 1.4 | 1.1 |
| COC(=O)c1ccc(OC(=O)c2ccccn2)cc1 | 1.1 | 1.1 |

(more compounds)
PLAP activator	MT1-MMP txn act	smiles
1.7	0.9	CC(C)Cc1nc2oc3c(N4CCN(CCO)CC4)ncnc3c2c2c1CCCC2
1.6	1.2	Cc1cc(C(=O)CSc2nnc(-c3ccco3)o2)c(C)n1CC1COc2ccccc2O1 (configuration not stated)
1	1.1	CN(C)c1nc(N)nc(-c2ccco2)n1
1	1.3	CCOC(=O)c1c(C)nc2cc(C)ccn12
1.2	1.1	COc1ccc(OC)c(N=C(C)C2=C(O)COC2=O)c1
0.9	1.2	CC(C)c1ccc(NC(=O)C2CCCCC2C(=O)O)cc1 (configuration not stated)
1	1.2	CCC1=C(C(=O)OC)C(c2cc(OC)ccc2OC)C(C#N)=C(N)O1 (configuration not stated)
1	1.1	O=C1c2ccccc2C(O)N1Cc1ccco1 (configuration not stated)
0.8	1.2	Cc1cn2nc(N)c3ccccc3c2n1
1	1.1	CC(=O)Nc1ccc(N2C(=O)CSC2c2ccc(F)cc2)cc1 (configuration not stated)
1.1	1.1	CCCCC(=O)N(CCOC)c1nnc(-c2ccc(OC)cc2)s1
1.3	0.9	Cc1cc(OCC(=O)Nn2cnnc2)ccc1Br
1	1.2	Cc1cccc(-n2c(O)c(C=Nc3ccc4c(c3)OCO4)c3ccccc3c2=O)n1
1.4	1	CCOC(=O)N1CCC(Nc2cc(C)nc3c(-c4ccccc4OC)c(C)nn23)CC1
1	1	CCOC(=O)C1/C(=N\O)CC(C)(O)C(C(=O)OCC)C1c1ccc(OC)c(OC)c1 (configuration not stated)
0.9	1	Cc1ccc2[nH]c(=O)c(CN(CC3CCCO3)C(=O)c3ccco3)cc2c1 (configuration not stated)
0.6	0.3	Oc1cccc2ccc(Nc3ccccn3)nc12
0.8	1.1	CC1=CC(C)(C)N=C(NC#N)N1
1.2	1	Cc1nc(CNS(=O)(=O)c2ccc3ccccc3c2)cs1
0.9	0.9	CCc1ccc2[nH]cc(C(=O)OCCOC)c(=O)c2c1
2*	1.3	O=S(=O)(c1ccc2nc(COc3ccccc3)[nH]c2c1)N1CCOCC1
0.9	1.1	Cc1ccc(NC(=O)C2(N(CC(C)C)C(=O)Cn3nnnc3N)CCCCC2)cc1
1.2	1.1	CNS(=O)(=O)c1cc(O)c2c(S(=O)(=O)NC)cccc2c1
0.7	0.9	Cc1ccc(C(=O)c2cc3c(cc2N)OCCO3)cc1
0.8	1.1	Cc1noc(NS(=O)(=O)c2ccc(N/C=C/C(=O)c3cccnc3)cc2)c1C
0.9	1.7	O=C(Nc1nc(-c2cc(Cl)sc2Cl)cs1)c1cccs1
1.1	1.3	CCOC(=O)c1[nH]c(C)c(C(=O)NCCc2ccc(OC)cc2)c1C
1.2	1.1	Cc1nc(NC2=NCN(Cc3ccco3)CN2)nc2ccccc12
1.4	1.2	O=C(Nc1cccc(Cl)c1)N1CCN(C/C=C/c2ccccc2)CC1
1.7	1.2	CCn1c(COc2cccc(OC)c2)nnc1SCC(=O)Nc1cc(OC)ccc1OC
1.7	1.1	Cc1occc1-c1nnc(SCC(=O)NCCc2ccccc2)n1C(C)c1ccccc1 (configuration not stated)
0.9	1.1	CCOc1ccc(C2=Nn3c(nnc3-c3cccnc3)SC2)cc1
0.9	1.1	C=CCNC(=O)C1CCN(S(C)(=O)=O)CC1
1.5	1.1	CCOC(=O)N1CCC(NC(=O)C2CCN(S(=O)(=O)c3cccc4cccnc34)CC2)CC1
1.2	1	CCN(CC)c1ccc(NC(=O)CN2CCN(CC(=O)Nc3ccc(F)cc3)CC2)cc1
1.1	1.2	Cc1cc(C)c2c(=O)n(CC(=O)NCCCN3CCOCC3)sc2n1
1.1	1.4	Cn1c(SCC(=O)Nc2ccc3cn[nH]c3c2)nnc1-c1cnccn1
1.3	1.1	COc1ccc(NC(=O)Nc2ccc3c(c2)N(C)C(=O)CS3)cc1OC
0.9	1.2	O=C(CSc1nnc(CSc2nc3ccccc3s2)o1)NC1CCCCC1
0.9	1.2	O=C(c1ccco1)N1CCN(C(=O)C2CC(c3ccc(F)cc3)=NO2)CC1 (configuration not stated)
0.9	1.2	COc1ccc(-c2nnc(SCc3csc(N)n3)n2C)cc1
1.4	1.2	Cc1cc(C)n2nc3nc(N4CCCCC4)nc(-c4ccco4)c3c2n1
1	1	O=C(CCn1c(=O)oc2ccccc21)NCCCN1CCCC1=O
1.1	1.1	CCCn1c(=O)c(Cc2ccccc2)c(O)c2ccccc21
1.5	1.1	Cn1cccc1Cc1nnc(SCC(=O)NC2CCCCC2)n1CCc1ccccc1
1.6	1.1	Clc1ccccc1CNc1ncnc2nc[nH]c12
1	1.1	Cc1cc(Oc2ccc(=O)n(C)n2)nc(Oc2ccc(=O)n(C)n2)n1
1	1.1	CCOCCCNC(=O)CC1Oc2ccc(C)cc2NC1=O (configuration not stated)
0.7	0.9	O=C(CN1C(=O)COc2ccccc21)c1ccc(Cl)cc1
1.3	1	C=CCc1c(C)nn(CC(=O)O)c1-c1ccccc1
1.6	1.2	Cc1ccc(C(=O)Nc2ccccc2N2CCN(C(=O)C(C)C)CC2)cc1C
1.3	1.1	CCCc1c(O)nc(SC2CC(=O)N(c3cc(OC)ccc3OC)C2=O)[nH]c1=O (configuration not stated)
1	0.9	CC1=CCC2(CO)COC(c3ccccc3O)C1C2 (configuration not stated)
1	1.1	COc1cc(CC(NC(C)=O)C(=O)NC2CCN(c3nc(C)cc(C)c3C#N)CC2)cc(OC)c1 (configuration not stated)
1.2	1.1	COc1ccc(C2CC(c3cccc(C)c3)n3nc(N)nc3N2)cc1 (configuration not stated)
0.9	1.3	CCOc1ccc(CCNC(=O)Cn2c(-c3nonc3N)nc3ccccc32)cc1OCC
0.8	1.1	O=C(NCCN1CCCCC1)c1cc2ccccc2[nH]1
0.9	1.1	CCN(C1CCCCC1)S(=O)(=O)c1ccc(S(=O)(=O)NCCc2ccncc2)cc1
1.7	1.1	CC(=O)NC1(c2ccccc2)CCN(c2nc(C)cc(C)n2)CC1
0.9	1.1	Cc1ccc(-n2c(SCC(=O)N3CCCC3)nc3c(c2=O)SCC3)cc1

Next entries:
PLAP activator	MT1-MMP txn act	smiles
1.6	1.1	Brc1ccc(-c2nnc3n2-c2ccccc2CC3)cc1
0.8	1.1	C=CCn1c(COc2ccccc2F)nnc1SCC(=O)NC(=O)NCc1ccco1
1.2	1.1	CCN(CC)CCCNC(=O)c1cn(C)c2ccc(S(=O)(=O)N(C)C)cc2c1=O
1	1.2	COc1cccc(C2CC(c3cccc(OC)c3)n3nc(N)nc3N2)c1 (configuration not stated)
0.9	0.9	O=C(CN1C(=O)COc2ccccc21)c1cccc(Cl)c1
0.8	1	O=c1c2c([nH]c3ccc(Br)cc13)CCCC2
1	1.4	Cc1ccccc1-c1noc(-c2cccs2)n1
0.9	1.1	CC(C)(C)C(=O)Nc1ccccc1C(=O)Nc1cccnc1
1.4	1.3	COc1cc(OC)cc(-c2nnc(SCC(=O)N3CCCCC3)o2)c1
1.5	1	CC(C)(C)n1nnnc1C(c1ccccc1F)N1CCN(C2CCCC2)CC1 (configuration not stated)
1.2	0.9	O=C1CC(c2cccnc2)c2cc3c(cc2N1)OCCO3 (configuration not stated)
1.6	1.1	CC(=O)c1ccc(N2CCN(C(=O)COc3ccc(F)cc3)CC2)c(F)c1
1.3	1.2	COc1ccc(CCNC(=O)c2c(O)c3cccc4c3n(c2=O)CC4)cc1OC
0.9	1.1	COc1ccc(NC(=O)Cn2nnc(C(=O)NCc3ccccc3)c2N)cc1Cl
0.9	1	CCC(=O)Nc1sccc1C(=O)OC
1.1	1.1	CCOC(=O)Cc1csc(SCn2nnc3ccccc3c2=O)n1
1.4	1.3	COc1ccc2nc3sc(C(=O)N4CCN(C)CC4)cc3cc2c1
0.8	1.2	CCC(C)NC(=O)CCNS(=O)(=O)c1ccc(Br)cc1 (configuration not stated)
1.1	1.1	CSC1=NCCN1C(=O)c1ccc(S(=O)(=O)N2CCCC2)cc1
1.1	1	O=C(NC1CCCCCC1)c1c(O)c2cccc3c2n(c1=O)CCC3
0.9	1.1	Cc1onc(-c2ccccc2)c1C(=O)Nc1cccc(C#N)c1
1	1.1	Nc1ncn(C(=O)c2ccco2)n1
1.5	1.3	Cc1ccc(C(C(=O)NC2CCCCC2)N(Cc2cccnc2)C(=O)C2COc3ccccc3O2)o1 (configuration not stated)
1.4	0.9	CC1(C)C2CCC1(C)C(OC(=O)CCn1ccnc1)C2 (configuration not stated)
1.5	1.1	CCCCCCn1c(CN2CCCCC2CC)nc2c1c(=O)n(C)c(=O)n2C (configuration not stated)
1.2	1.1	CC1=C(C(=O)NCCN2CCOCC2)C2(CCC(C)CC2)OC1=O (configuration not stated)
1	1.2	COc1ccc(C2CC(c3ccc(OC)cc3)n3nc(N)nc3N2)cc1 (configuration not stated)
1.1	0.6	COC(=O)C(C#N)c1nc2ccccc2nc1N1CCCC1 (configuration not stated)
1.4	1.1	COc1ccc(C(=O)OCC(=O)c2cc(OC)ccc2OC)c(OC)c1
1.4	1	Cc1cc(C)cc(N(CC(=O)NCc2ccco2)C(=O)CCC(=O)Nc2ccccn2)c1
0.9	1.2	C=CCN(CC=C)S(=O)(=O)c1ccc2nsnc2c1
1	1.3	CC(=O)Nc1nc(C=C(Cl)Cl)cs1
1	1.1	O=C(c1cc(F)c(F)cc1Cl)N1CCOCC1
1.6	1	Cc1ccc(S(=O)(=O)N2CCCC(C(=O)N(Cc3cccs3)C3CC3)C2)cc1 (configuration not stated)
1	1.1	O=C(Cc1cccs1)N(Cc1ccco1)C1(C(=O)NC2CCCC2)CCCCC1
1.1	1.1	O=C(O)c1cnn2c(C(F)(F)F)cc(-c3ccco3)nc12
0.7	1	COC(=O)CNc1nc(-c2ccccc2F)nc2ccccc12

These rows are one share of the data; the hit share may differ from the screen's.
